# Source: PubChem BioAssay
# PREPL inhibitor = inhibitors of human prolyl oligopeptidase-like enzyme PREPL | inhibition, % at 5.96 µM | recombinant PREPL, fluorescence polarization activity-based probe | 0.68% of 320,000 active; in the data active = inhibition above about 43%;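 note: 0% = enzyme with DMSO and 100% = wells lacking enzyme; many of its hits are not listed in these tables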
# LYPLA2 inh = counter-screen for PME1 inhibitors: inhibitors of human LYPLA2 | O95372 | recombinant LYPLA2, FP-Rh probe fluorescence polarization | AID 2177 | 0.38% of 320,000 active | inhibition, % at 5.9 µM;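 active = inhibition above the screen-wide mean plus 3 SD, limit set per campaign, cut at about 26% in these data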;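 note: 0% = LYPLA2 with DMSO and 100% = wells lacking LYPLA2 enzyme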
# PAFAH2 inh = PAFAH2 (human) inhibition. Q99487. recombinant PAFAH2, FP-rhodamine activity probe, fluorescence polarization. inhibition, % at 3.39 µM. 0.99% of 340,000 active;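 active = inhibition above the mean over all tested compounds plus 3 SD, cut at about 30% in these data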;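 note: inhibitors block probe labeling of enzyme so polarization drops; 0% = enzyme with DMSO and 100% = wells lacking PAFAH2 protein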
# PAD4 inh = PAD4 (human) enzyme inhibition | AID 485272 | 0.41% of 330,000 active | inhibition, % at 6.36 µM | recombinant PAD4, RCA probe fluorescence polarization | Q9UM07;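 active = percent inhibition above a cutoff equal to the mean of all tested compounds plus 3 SD, cut at about 15% in these data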;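 note: 0% = PAD4 with RCA probe and DMSO and 100% = probe without PAD4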
# PAFAH1B2 inh = blocks human PAF acetylhydrolase 1b catalytic subunit 2 | P68402 | recombinant PAFAH1B2, FP-rhodamine activity probe, fluorescence polarization | inhibition, % at 3.39 µM | 1.2% of 340,000 active;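 active = inhibition above the mean of all tested compounds plus 3 SD, cut at about 24% in these data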;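 note: 0% = enzyme with DMSO and 100% = wells lacking PAFAH1B2; many of its hits are not listed in these tables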
# GSTO1 counter = GSTO1 inhibition, counter-screen for RBBP9 inhibitors. P78417. recombinant GSTO1, activity-based probe fluorescence polarization. inhibition, % at 5.96 µM. 1.1% of 300,000 active;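 active = inhibition above the campaign mean inhibition plus 3 SD, cut at about 35% in these data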;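 note: 0% = GSTO1-1 with DMSO and 100% = wells lacking GSTO1-1 enzyme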
# LYPLA1 inh = counter-screen for PME1 inhibitors: inhibitors of human LYPLA1; 0.16% of 320,000 active; recombinant LYPLA1, FP-Rh probe fluorescence polarization; inhibition, % at 5.9 µM;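 active = inhibition above the mean of all tested compounds plus 3 SD, set per campaign, cut at about 14% in these data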;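 note: inhibitors block serine hydrolase probe labeling of LYPLA1 so polarization falls; 0% = enzyme with DMSO and 100% = wells lacking LYPLA1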
# Target sequence (O75608 whole entry, looked up): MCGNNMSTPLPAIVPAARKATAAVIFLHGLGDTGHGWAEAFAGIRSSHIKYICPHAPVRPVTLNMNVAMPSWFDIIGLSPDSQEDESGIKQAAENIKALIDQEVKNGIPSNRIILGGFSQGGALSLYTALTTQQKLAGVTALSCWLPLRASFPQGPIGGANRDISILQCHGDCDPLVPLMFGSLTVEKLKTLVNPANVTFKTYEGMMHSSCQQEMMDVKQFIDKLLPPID
# PAFAH1B3 FP inh = inhibitors of human PAFAH1B3; Q15102; 0.28% of 340,000 active; inhibition, % at 3.39 µM; recombinant PAFAH1B3, FP-rhodamine probe, fluorescence polarization; AID 492972;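 active = inhibition above the screen-wide average of all tested compounds plus 3 SD, cut at about 25% in these data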;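 note: 0% = enzyme with DMSO only and 100% = wells lacking PAFAH1B3 protein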
# Target sequence (Q15102 whole entry, looked up): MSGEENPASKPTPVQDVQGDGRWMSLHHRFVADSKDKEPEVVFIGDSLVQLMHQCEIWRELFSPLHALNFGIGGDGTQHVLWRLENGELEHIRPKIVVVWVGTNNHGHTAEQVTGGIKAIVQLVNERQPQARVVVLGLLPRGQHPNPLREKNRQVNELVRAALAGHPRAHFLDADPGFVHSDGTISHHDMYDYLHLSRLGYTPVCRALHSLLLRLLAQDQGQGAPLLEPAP
# pPAFAH FP inh = pPAFAH (human) enzyme inhibition. AID 463082. recombinant pPAFAH, FP-rhodamine probe fluorescence polarization. inhibition, % at 3.39 µM. 1.5% of 330,000 active;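 active = inhibition above the mean inhibition across the screen plus 3 SD, cut at about 25% in these data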;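 note: inhibitors block binding of the rhodamine activity-based probe so polarization drops; 0% = enzyme with DMSO and 100% = wells lacking pPAFAH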
# Target sequence (Q13093 whole entry, looked up): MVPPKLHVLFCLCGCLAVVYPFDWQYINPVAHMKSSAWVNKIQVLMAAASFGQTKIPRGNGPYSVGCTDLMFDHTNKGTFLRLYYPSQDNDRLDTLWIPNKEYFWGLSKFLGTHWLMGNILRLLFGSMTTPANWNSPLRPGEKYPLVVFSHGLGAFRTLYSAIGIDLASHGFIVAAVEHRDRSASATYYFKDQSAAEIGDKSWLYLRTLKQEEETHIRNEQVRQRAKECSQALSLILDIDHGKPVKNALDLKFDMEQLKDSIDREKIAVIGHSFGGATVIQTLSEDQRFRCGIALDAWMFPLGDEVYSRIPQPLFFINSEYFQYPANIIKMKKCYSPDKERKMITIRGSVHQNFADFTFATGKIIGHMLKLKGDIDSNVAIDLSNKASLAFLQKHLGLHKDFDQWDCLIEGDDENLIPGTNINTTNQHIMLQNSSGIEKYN
# * marks the source's active call; other numbers are inactive results; nt = not tested or not shown. The list is partial. The share of hits here may be higher or lower than overall.
SMILES,PREPL inhibitor,LYPLA2 inh,PAFAH2 inh,PAD4 inh,PAFAH1B2 inh,GSTO1 counter,LYPLA1 inh,PAFAH1B3 FP inh,pPAFAH FP inh
O=C(CC(C(=O)O)c1c[nH]c2ccccc12)c1ccccc1 (centres undefined),16,-2,-6,6,6,-1,-2,6,-1
COc1cccc(-c2cc3nc4c(c(N5CCC6(CC5)OCCO6)n3n2)CCCC4)c1,19,3,2,-1,7,7,0,4,3
CCn1cc(C(=O)Nc2ccc(C)cc2[N+](=O)[O-])c(C)n1,7,-2,-1,3,0,1,-2,2,-3
CN1CCN(C(=O)C2=C[C@H](c3ccc(C(F)(F)F)cc3)C[C@H](OCCCCO)O2)CC1,20,-4,2,-5,-1,4,-2,-1,-5
Cc1cccc(Nc2nc(N)c([N+](=O)[O-])c(N3CCC(C)CC3)n2)c1,18,5,-2,-5,2,-4,-3,-2,3
O=C1c2cccc3c(N4CCCCC4)ccc(c23)C(=O)N1c1cccc(O)c1,-1,-28,-9,-23,-5,-18,-22,-6,-5
CC(C)(O)c1cc(=O)sc2nc3ccccc3n12,11,3,-3,5,3,-4,3,0,4
CC1=C(C(=O)NC2CCCC(C)C2C)C2(CCCCC2)OC1=O (centres undefined),-2,-5,-6,2,4,8,0,2,2
C[C@@H]1CN([C@H](C)CO)C(=O)c2cc(NC(=O)Cc3cn(C)c4ccccc34)ccc2O[C@H]1CN(C)C(=O)Nc1ccc2c(c1)OCO2,22,nt,-3,2,3,nt,nt,-1,6
Cc1c(Br)c(=O)[nH]c(=O)n1COCc1ccccc1,1,-6,2,-1,3,3,-6,-4,1
COC(=O)c1ccccc1OC(=O)c1cc2ccccc2oc1=O,23,-2,17,2,6,7,-1,5,0
COc1ccc2c(=O)c(C(=O)NCc3ccccc3)c[nH]c2c1,-23,2,6,-2,1,-12,-1,4,1
O=C(Nc1ccnn1C1CCN(C(=O)c2cc(Cl)ccc2F)CC1)C1CCOC1 (centres undefined),-2,2,3,-4,2,5,2,9,5
CCCn1c(=O)c2ccccc2n2c(SCC(=O)c3ccc(CC)cc3)nnc12,3,9,-1,5,2,15,3,0,2
Cc1nn(CC(=O)c2ccc3c(c2)OCCO3)c(=O)c(C#N)c1C,9,nt,-3,-9,7,nt,nt,14,3
Cc1ccccc1NC(=O)CCCCC(=O)Nc1ccccc1C,-2,-6,6,-2,2,0,-5,7,2
COc1ccc2[nH]c(C)c(C(=O)CN(C)CC3OCCO3)c2c1,-9,0,nt,-1,nt,5,1,nt,5
Cc1c(-c2ccc(F)cc2)[n+](=O)c2c(n1[O-])CCCCC2,-7,3,-5,-8,0,1,1,10,-5
N#CC1C(C#N)N2CCCN2C1c1ccc(Br)cc1 (centres undefined),6,-5,-7,-4,5,-3,0,2,0
Cc1ccc(/C=N/N=C/c2ccc(C)s2)s1,4,2,2,0,1,1,-3,-3,4
O=C(NCc1ccccc1)C1CCC(=O)N(CC2CCCCC2)C1 (centres undefined),-1,3,0,-4,3,3,1,6,2
Cc1[nH]c2ccccc2c1C(=O)CSc1ccc(F)cc1,4,4,-1,0,-1,-5,0,-7,8
Cc1[nH]n2c(=O)c3c(nc2c1-c1ccccc1)CCC3,0,4,3,-2,2,9,0,-3,4
Cc1ccccc1N1CCN(C(=O)[C@@H]2CCCN2C2=NS(=O)(=O)c3ccccc32)CC1,21,-5,-9,-1,-7,nt,1,-11,1
O=S(=O)(/C=C/c1ccccc1)N1CCN(Cc2ccccc2)CC1,-8,-4,-2,-4,-1,2,-5,5,3
COC(=O)c1cccc(NC(=O)CCCOc2ccccc2)c1,-10,-3,10,5,0,-2,-5,6,8
O=C(NC1CCCC1)c1ccc(CS(=O)(=O)c2ccc(Cl)cc2)o1,-1,-4,-1,-1,1,5,2,11,3
Cc1ccc(S(=O)(=O)n2nc(C)cc2C)cc1,-12,-6,10,3,3,2,-1,8,3
COc1ccc(NC(=O)c2[nH]c(C)c(C(C)=O)c2C)cc1S(=O)(=O)Nc1ccc(Br)cc1,7,-47,-20,0,-1,-8,-32,7,-18
Cc1ccccc1NC(=O)COC(=O)CCc1nc2ccccc2c(=O)[nH]1,-2,0,-2,-2,5,-17,-3,3,7
CCOC(=O)C[N+]1(C)CCN(C(C)=O)CC1,9,-1,-4,-2,7,6,0,4,3
CC(C)Nc1nc(Oc2ccc(Cl)cc2Cl)cc(C(F)(F)F)n1,-7,-4,0,0,-1,-1,-3,2,-2
CC(C)SCc1nc2ccccc2[nH]1,24,1,0,0,2,4,-2,0,1
Cc1ccc(NNC(=O)C2CCC2)cc1C,-3,5,13,2,1,5,1,8,3
COc1ccc(C(=O)NNC(=O)C2(C)CC2(Br)Br)cc1 (centres undefined),-2,-3,-4,-3,1,1,-2,7,-4
Cn1ncc(Cl)c1C(=O)N1CCN(c2cccc(Cl)c2)CC1,3,5,5,-1,-2,0,0,0,1
COc1ccc(CNC(=O)CN(c2ccccc2)S(=O)(=O)c2ccccc2[N+](=O)[O-])cc1,-8,-5,5,3,5,6,-3,8,-4
CN(C(=O)COC(=O)c1cncc(Br)c1)C1CCS(=O)(=O)C1 (centres undefined),1,-1,-2,-2,4,-10,-1,6,6
COc1cc(OC)nc(Oc2ccccc2C(=O)Oc2ccc(F)cc2Cl)n1,-1,-4,5,3,3,1,-1,-5,3
CC1=C(C(=O)OCCOC(C)C)C(c2cccnc2)C2=C(CCCC2=O)N1 (centres undefined),3,-4,2,-2,4,2,-1,-1,4
NC(=O)CC(NC(=O)Cc1ccc(Br)cc1)c1ccc(N2CCC(N3CCCC3)CC2)c([N+](=O)[O-])c1 (centres undefined),9,-5,-1,1,7,3,0,9,4
COC(=O)c1ccccc1S(=O)(=O)N1CCC(C(=O)OC(C)C(=O)Nc2ccc(NC(C)=O)cc2)CC1 (centres undefined),8,3,-8,1,5,4,1,8,4
Cc1cc2cc3c(cc2nc1SCC(=O)Nc1nc(C)c(C)s1)OCO3,-23,-5,-20,1,-3,5,-7,-12,0
O=C(CCCN1C(=O)/C(=C/c2ccccc2)SC1=S)Nc1ccccc1O,-3,-11,2,-11,0,-4,-4,7,-3
COc1ccc(N2CCN(C(CNC(=O)C(=O)NC3CC3)c3ccco3)CC2)cc1 (centres undefined),-2,2,1,-1,5,16,2,6,-1
CC(C)NC(=O)c1cc(-c2ccc(Br)cc2)on1,4,-3,11,-1,2,1,-4,-2,0
Cc1ccc(NC(=S)N2CCC(N(C)CC3CCCO3)CC2)cc1C (centres undefined),4,-5,-3,1,4,7,-4,1,2
Cc1cccc(C)c1N(C(=O)c1ccco1)C(C(=O)NC1CCCC1)c1ccncc1 (centres undefined),1,0,-7,-1,1,-6,-3,4,5
O=C(c1ccc(F)cc1)N1CCC(C(=O)N2CCN(S(=O)(=O)c3ccccc3Br)CC2)CC1,6,7,1,-1,0,0,2,9,5
Cc1noc(C)c1S(=O)(=O)Nc1ccc(C(=O)NCCc2ccccc2)cc1,2,1,3,-5,8,1,-2,11,4
Cc1ccnc(N2C(=O)c3ccc([N+](=O)[O-])cc3C2=O)c1,-3,0,-4,7,0,6,0,-1,6
O=C(Cn1cnc2c(nnn2Cc2ccccc2F)c1=O)N1CCN(c2ccccc2)CC1,14,10,4,4,1,-9,-2,6,6
COc1cc2c(C)nc3onc(-c4ccccc4)c3c2cc1OC,-2,-3,6,1,1,-5,-2,2,3
Cc1cccc(S(=O)(=O)NNC(=O)Cc2cccn2C)c1,11,-5,6,-7,5,4,-1,11,0
O=C(CN1C(=O)NC2(CCCC2)C1=O)NCCc1ccc(F)cc1,3,nt,4,0,5,nt,nt,5,6
Cc1cc(-c2nnc(SCC(=O)Nc3ccc(F)cc3)n2N)n[nH]1,-1,-2,2,-1,7,2,-3,2,1
COc1ccc(/C=C/CN2CCN(CC(C)C)C(CCO)C2)cc1 (centres undefined),15,3,-5,-4,3,1,5,1,2
CCCCOC(=O)c1ccc(NC(=O)C(=O)NCc2cccnc2)cc1,0,6,4,-11,2,2,-4,8,5
COc1cccc(/C=N/NC(=O)CNC(=O)c2ccco2)c1O,-2,2,-3,-2,4,2,-3,7,-1
Cc1ccc(S(=O)(=O)CCC(=O)OCCOc2cccc(Br)c2)cc1,-38,3,8,-2,11,nt,0,10,8

# Carrying on.
SMILES,PREPL inhibitor,LYPLA2 inh,PAFAH2 inh,PAD4 inh,PAFAH1B2 inh,GSTO1 counter,LYPLA1 inh,PAFAH1B3 FP inh,pPAFAH FP inh
COCCN1C(=O)N[C@@H](c2ccco2)C(C(=O)OC)=C1C,16,7,0,5,2,2,-1,12,4
Cc1cc(C(=O)NNC(=S)NCC2CCCO2)cs1 (centres undefined),9,-4,-3,-1,0,10,-3,6,5
COc1ccc(-c2cc(-c3ccccc3)nc(NN)n2)cc1OC,13,-7,-1,-7,4,-9,-12,2,-1
COc1ccccc1NS(=O)(=O)c1cc(NC(=O)Cc2n[nH]c(=O)c3ccccc23)ccc1Cl,-17,nt,-5,-2,-5,nt,nt,2,-4
Cc1ccccc1OCCC(=O)OCC(=O)Nc1ccc(N2CCOCC2)cc1,12,-3,2,2,-1,3,-1,1,15
CCN(CC)CCNC(=O)c1ccc(N)cc1,14,5,-1,-2,5,7,0,17,-5
CC(C)c1ccc(O)c(N)c1,1,0,1,-4,4,16,3,2,17
COCCNc1nc2c(c(=O)n(C)c(=O)n2C)n1Cc1cccc(C(F)(F)F)c1,21,1,1,2,-3,-5,4,7,-1
COc1cccc(N2CCN(C(=O)CCCCCNc3nc(=S)[nH]c4ccccc34)CC2)c1,31,21,2,-5,2,11,4,8,9
CCn1c(SCC(=O)N(C)C)nc2cc(S(=O)(=O)N3CCCCC3)ccc21,27,5,7,-1,6,12,1,3,3
O=C(Cc1cccs1)NCc1ccc(F)cc1,14,7,-7,-1,1,5,2,-5,4
CC(C)C(NC(=O)c1ccc(F)cc1)C(=O)NCC1CCCO1 (centres undefined),1,-1,4,-2,2,-3,3,4,0

# An excerpt taken from the entries so far:
SMILES,PREPL inhibitor,LYPLA2 inh,PAFAH2 inh,PAD4 inh,PAFAH1B2 inh,GSTO1 counter,LYPLA1 inh,PAFAH1B3 FP inh,pPAFAH FP inh
COCCN1C(=O)N[C@@H](c2ccco2)C(C(=O)OC)=C1C,16,7,0,5,2,2,-1,12,4
Cc1cc(C(=O)NNC(=S)NCC2CCCO2)cs1 (centres undefined),9,-4,-3,-1,0,10,-3,6,5

# More results
SMILES,PREPL inhibitor,LYPLA2 inh,PAFAH2 inh,PAD4 inh,PAFAH1B2 inh,GSTO1 counter,LYPLA1 inh,PAFAH1B3 FP inh,pPAFAH FP inh
COc1ccc(-c2nnc(-c3ccccc3O)o2)cc1,5,6,-2,0,4,9,-1,5,3
O=C(CSc1nc2ccccc2[nH]1)c1c[nH]c2ccccc12,-17,-10,-6,1,-2,-13,-3,0,-1
COc1ccc(CCNC(=O)C(=O)NCC2CCCN2S(=O)(=O)c2ccc(OC)cc2)cc1 (centres undefined),5,5,1,1,0,2,0,10,8
CC(=O)Nc1ccc(NC(=S)NC(=O)/C=C/c2ccco2)cc1,4,-1,8,-5,1,13,0,16,10
Cc1cc(NC(=O)CSc2nc3cc(Cl)ccc3c(=O)n2Cc2ccco2)no1,-1,4,3,3,-3,1,-5,-2,-1
COC(=O)c1sccc1NC(=O)Cc1ccc(OC)c(OC)c1,-2,4,2,-2,3,-5,0,2,7
Nc1c(N(CCO)C(=O)C2CCCCC2)c(=O)[nH]c(=O)n1Cc1ccccc1,-3,-3,-2,-5,9,-12,3,5,4
O=C(NCc1ccc2c(c1)OCO2)Nc1ccc(Cl)cc1,8,-5,-1,3,3,6,-2,6,7
C=CCn1cnc2c(c1=O)c1nc3ccccc3nc1n2-c1ccc(C)cc1,-2,-4,nt,-4,nt,1,-1,nt,0
